# Assay outcomes deposited in PubChem by Sanford-Burnham Center for Chemical Genomics.
# ATG4B inhibitor: inhibitors of human ATG4B cysteine protease; Q9Y4P1; ATG4B cleavage of LC3-PLA2, NBD-HPC fluorescence, 1 h; inhibition, % at 8.33 µM; hit rate 0.51% among 340,000; AID 504462; in the data active = inhibition above about 40%
# GRIN3A LBD mod: modulators (binders) of human NR3A ligand-binding domain; Tm shift relative to glycine control, % at 25 µM; AID 1259313; hit rate 2.5% among 340,000; NR3A LBD differential scanning fluorimetry, Tm shift; 0% = protein alone, 100% = glycine-bound protein;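 active = melting temperature shift of at least 10% of the positive control shift, at one fixed dose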
# MPTP block: permeability transition pore inhibition; isolated mouse mitochondria, Ca2+ swelling absorbance, 30 min; inhibition, % at 10 µM; hit rate 1.4% among 360,000; AID 602449;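 active = inhibition of 50% or more, scaled per plate between neutral and stimulator controls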;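 also: 0% = DMSO wells given calcium and 100% = 1 mM EGTA wells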
# SENP8 inh: blocks human SENP8 cleavage of Nedd8 substrate; recombinant SENP8, Nedd8 substrate fluorescence; inhibition, % at 20 µM; hit rate 0.64% among 360,000; AID 602440; in the data active = inhibition mostly above about 40%, no sharp cut-off; inactive = mostly below about 27%
# Target sequence (Q96LD8 whole entry, looked up): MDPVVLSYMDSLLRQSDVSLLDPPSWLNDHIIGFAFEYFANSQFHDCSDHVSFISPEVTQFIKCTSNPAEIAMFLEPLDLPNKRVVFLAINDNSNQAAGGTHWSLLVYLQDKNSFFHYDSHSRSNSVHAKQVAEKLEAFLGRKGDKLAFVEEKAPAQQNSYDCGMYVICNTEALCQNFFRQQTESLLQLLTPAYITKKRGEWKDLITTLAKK
# SENP6 inh: blocks the human protease SENP6 | Q9GZR1 | Recombinant SENP6 catalytic domain, aminoluciferin luminescence | inhibition, % at 10 µM | hit rate 1.8% among 330,000 | AID 2599;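 active = inhibition above about 50% at the single tested dose, limit read from the data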;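 also: plate controls were DMSO wells with enzyme for no effect and DMSO wells lacking enzyme for full effect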
# PfG6PD inh: PfG6PD (Plasmodium falciparum) enzyme inhibition | AID 504690 | PfGluPho enzyme, NADPH resazurin-diaphorase fluorescence | hit rate 0.78% among 350,000 | inhibition, % at 20 µM;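 active = inhibition reaching at least a set limit at 20 µM in the primary screen, cut at about 59% in these data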;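 also: 0% = DMSO wells with substrate and 100% = DMSO wells lacking glucose-6-phosphate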
# hIAP activ: human IAP activation. P09923. purified human IAP, CDP-Star luminescence, 30 min; active compounds read high; 1 = vehicle-only enzyme, 0 = enzyme-free background. activation factor at 10 µM. hit rate 0.16% among 330,000;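 active = activation factor of the enzyme at least 2-fold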; also: the source names both 10 and 20 µM as test concentration; values of inactives mirror those of a sister screen read the other way
# Target sequence (P09923 whole entry, looked up): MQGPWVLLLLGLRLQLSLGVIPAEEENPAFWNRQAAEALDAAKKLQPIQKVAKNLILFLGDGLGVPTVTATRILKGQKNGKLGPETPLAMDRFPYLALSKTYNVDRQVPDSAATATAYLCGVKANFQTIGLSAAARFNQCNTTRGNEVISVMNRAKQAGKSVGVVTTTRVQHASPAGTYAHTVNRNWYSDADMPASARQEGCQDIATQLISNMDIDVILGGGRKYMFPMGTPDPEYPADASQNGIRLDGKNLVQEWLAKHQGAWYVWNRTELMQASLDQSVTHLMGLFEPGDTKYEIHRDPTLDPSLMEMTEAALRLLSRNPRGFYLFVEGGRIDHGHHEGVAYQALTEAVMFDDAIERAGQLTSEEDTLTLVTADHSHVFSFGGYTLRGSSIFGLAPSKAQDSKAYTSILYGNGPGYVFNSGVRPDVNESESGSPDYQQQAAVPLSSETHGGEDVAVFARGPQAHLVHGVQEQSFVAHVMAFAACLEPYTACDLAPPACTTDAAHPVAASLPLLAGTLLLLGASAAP
# SENP1 FRET inh: SENP1 (human) catalytic domain inhibition; Q9P0U3; recombinant SENP1 catalytic domain, CyPet-SUMO1-YPet FRET cleavage; inhibition, % at 10 µM; hit rate 0.21% among 360,000; AID 624204;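 active = inhibition at least 30% at 10 µM, raw YFP signal under a set limit, fluorescence ratio 0.5 to 1.5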;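 also: 0% = enzyme with DMSO and 100% = no enzyme wells; some results filed as inactive read as strong as hits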
# Target sequence (Q9P0U3 419-644 limits assumed): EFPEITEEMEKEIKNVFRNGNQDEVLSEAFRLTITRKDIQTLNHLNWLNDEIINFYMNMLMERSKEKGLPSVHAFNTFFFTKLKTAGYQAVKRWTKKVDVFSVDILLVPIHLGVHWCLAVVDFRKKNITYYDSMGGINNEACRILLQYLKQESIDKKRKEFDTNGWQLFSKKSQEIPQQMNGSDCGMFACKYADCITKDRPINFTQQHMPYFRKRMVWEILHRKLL
#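 Test system: hSENP1 catalytic domain, recombinant; Amount: 20 pM final SENP1 enzyme; Medium: Tris pH 8 buffer plus EDTA, NaCl, BME, BSA, NP40, catalase; Schedule: 50 min enzyme reaction, room temperature, light-protected; Technique: FRET fluorescence in CFP and YFP emission channels; Controls: no-enzyme wells low, DMSO-plus-enzyme wells high control.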
# * = called active by the depositor; · = not tested or not shown. Outcome played no part in choosing rows. About 6.7% of those tested had a hit in this group.
ATG4B inhibitor,GRIN3A LBD mod,MPTP block,SENP8 inh,SENP6 inh,PfG6PD inh,hIAP activ,SENP1 FRET inh,Molecule
-11,-1,0.8,16,-15,6,0.89,1,CC(NC(=O)C(C)(C)C)C(c1cccs1)N1CCN(Cc2ccccc2)CC1 (configuration not stated)
-11,0,-0.8,26,-23,-12,1,1,O=C(NCCCN1CCOCC1)C1(c2ccccc2)CCCC1
16,2,0.3,9,2,8,0.7,2,Cc1onc(-c2ccccc2)c1C(=O)OCC(=O)c1ccccc1
2,-4,1.6,8,-7,-4,1.1,-4,COc1ccccc1S(=O)(=O)Cc1ccc(C(=O)N2CCN(c3ccccc3)CC2)o1
9,0,0.2,17,5,14,1.1,0,COc1ccc(C(C(=O)NC2CCCCC2)N(C(=O)c2sc(C)nc2C)c2ccccc2C)cc1 (configuration not stated)
9,1,1.0,17,-31,-27,1.3,2,Cc1ncc(C23CC4CC(CC(C4)C2)C3)[nH]1
-12,-1,-1.3,18,-5,-1,0.95,-4,O=S(=O)(Nc1cc(S(=O)(=O)N2CCOCC2)ccc1NCC1CCCO1)c1ccc(F)cc1 (configuration not stated)
4,-2,0.5,5,-9,-5,0.95,-1,CC(C)c1ccc(NC(=O)NCc2cccnc2)cc1
7,3,0.7,-16,-13,10,0.95,16,Cc1ccc2nc(SCC(=O)NCc3ccco3)c(C#N)cc2c1
8,0,-1.6,26,-9,-11,0.91,0,Cc1cccc(NC(=S)N2CCC(N(C)CC3CCCO3)CC2)c1C (configuration not stated)
-4,-2,-1.8,-19,3,20,1.1,-2,COc1c([N+](=O)[O-])c(=O)n(-c2ccccc2)c2ccccc12
-9,3,0.0,32,-8,0,1,4,COc1ccccc1N1CCN(C2CCN(C(=O)c3cccs3)CC2)CC1
1,-1,-0.7,-116,-9,-29,0.84,-35,CC(=O)Nc1ccc(S(=O)(=O)NCc2nc(-c3cccc(C)c3)no2)cc1
·,·,-0.7,-2,·,-23,·,-3,CC(C)CC1NC(=O)c2cc3ccccc3cc2-n2c1nc1ccc(Cl)cc1c2=O (configuration not stated)
11,1,0.2,8,-7,11,1,1,CC(Sc1nnc(C2CC2)n1C)C(=O)Nc1ccc(N2CCOCC2)cc1 (configuration not stated)
25,3,8.3,9,-2,-10,0.88,-4,Fc1ccc(CNC(=S)NC2CCCCC2)cc1
1,-2,1.5,3,·,7,·,1,O=C(Oc1cc(=O)n2ccccc2n1)c1ccccc1
-4,-2,3.9,18,7,24,1.1,-1,CCc1sc(N(C(=O)Cc2ccccc2)c2ccccc2F)nc1-c1ccc(C)cc1
-8,2,1.4,11,-13,7,1.1,2,O=S(=O)(NCC1CC1)c1cc(Cl)cc(Cl)c1
2,-1,-1.1,5,8,-13,0.79,0,O=C(O)CCCNc1ccc([N+](=O)[O-])c(NCCCC(=O)O)n1
-2,5,-1.4,-122,4,21,1.1,-28,CC(C)N1CCc2c(sc(NC(=O)CCS(=O)(=O)c3ccccc3)c2C(N)=O)C1
-3,-3,-2.9,-81,3,-26,0.97,-5,Cc1ccc(/C(O)=C2\C(=O)C(=O)N(c3cc(C)on3)C2c2cccc(Cl)c2)cc1 (configuration not stated)
4,1,-1.7,-6,-9,-3,1,0,Cc1ccccc1Nc1nccc(N(C)C)c1C#N
-3,1,0.6,-2,-16,1,0.99,2,CCN(CC(=O)Nc1c(F)cccc1F)C(=O)c1ccc(-n2cncn2)c([N+](=O)[O-])c1
0,-2,-0.5,2,-5,18,1.1,-1,N/C(=N\c1nc2c(c(=O)[nH]1)CCC2)Nc1cccc2ccccc12
-5,-1,1.0,24,-8,15,0.96,2,Cn1c(=O)[nH]c(=O)c2c1nc(N1CCOCC1)n2CC(O)COc1ccccc1 (configuration not stated)
5,0,2.1,17,2,-9,0.96,0,CC(=O)Nc1ccc(CC#N)cc1
-17,3,3.4,14,48,29,0.96,2,CC(C)(C)n1[nH]c2c3c(ccc2c1=O)C(=O)c1ccccc1C3=O
-3,3,0.0,22,-2,-5,1,4,Cc1cc(C)c(NN=c2c(=O)c3ccccc3c2=O)c(C)c1
-4,-2,67*,28,-12,-4,1.1,1,CN1CCC(NC(=O)Nc2ccc(Br)cc2)CC1
7,-7,2.5,22,-12,0,1.2,1,O=c1c(Cc2ccc(Cl)cc2)c(O)ccn1Cc1cccc(Cl)c1
0,-10,-1.7,-93,24,9,0.93,-15,CC(C)C1N=C(c2ccc3c(c2)OCO3)CC(c2ccccc2O)N1 (configuration not stated)
8,-1,2.9,8,27,14,0.9,0,CSc1ncc(CO)n1Cc1ccccc1
-6,1,-0.9,24,10,-15,0.95,-2,Cc1ccc(CN2C(=O)CCC2C(=O)NCC2CCCO2)cc1 (configuration not stated)
-13,0,0.5,12,-12,0,1.1,2,CCn1c(C(O)c2cc(OC)c(OC)c(OC)c2)nc2ccccc21 (configuration not stated)
-7,-4,-2.1,4,-40,-22,0.9,0,CCOC(=O)C1CCCN(S(=O)(=O)c2cc(Br)cc3c2N(C(C)=O)CC3)C1 (configuration not stated)
8,-1,1.9,21,3,-13,1,0,O=C(NCCCn1ccnc1)C(Cc1ccc([N+](=O)[O-])cc1)N1C(=O)c2ccccc2C1=O (configuration not stated)
-3,-1,1.1,14,3,0,1,-1,Cc1[nH]c2ccccc2c1CCN(Cc1cccnc1)C(=S)NC(C)(C)C
0,-1,0.0,-14,2,-6,1,0,CCCOc1ccc(Br)cc1/C=N/NC(=O)c1cc(OC)c(OC)c(OC)c1
-14,-5,-0.7,-53,·,44,·,2,O=C(NCCNC(=O)Oc1cccc2ccccc12)Oc1cccc2ccccc12
-1,2,-4.9,9,-15,0,0.98,1,C/C(Cl)=C/Cn1c(=O)c2c(nc(Br)n2Cc2ccccc2)n(C)c1=O
2,-3,2.5,-290,-6,5,1.1,-3,Cc1cc(C(F)(F)F)nn1-c1nc(-c2ccco2)cc(C(F)(F)F)n1
-7,2,0.4,9,8,7,0.94,1,CCOc1ccc(CN2CCN(Cc3ccc(C)o3)CC2CCO)cc1 (configuration not stated)
2,1,0.1,19,-2,-18,0.87,0,CCCN(CCC)CCCNC(=O)c1cn(CC)c2ccc(S(=O)(=O)N3CCOCC3)cc2c1=O
4,2,0.7,26,-27,-1,1,2,CC(NCc1ccccc1)C1COc2ccccc2O1 (configuration not stated)
-5,0,-0.2,13,-15,-5,1,3,CCCCNC(=O)CSc1nc(O)cc(=O)n1C1CCCC1
-3,2,1.1,2,3,-15,0.83,0,COc1ccc(-c2nc(-c3ccc(Br)o3)no2)cc1OC
-14,-6,-1.0,6,-13,20,1.1,1,CCOc1ccc(N2C(=O)CC(SC(=NC)Nc3cccc(OC)c3)C2=O)cc1 (configuration not stated)
-3,0,1.0,16,-6,12,0.97,0,Nc1nonc1C(=O)NCCNc1ncccc1[N+](=O)[O-]
36,-16,0.7,8,·,-25,·,1,O=C(O)CCn1cc(/C=C/C(=O)c2ccc(Cl)cc2)c(-c2ccc(Br)cc2)n1
-9,0,-1.7,-188,32,6,1.2,1,Cc1cccc(NC(=O)c2cnc3scc(C)n3c2=O)c1
-5,0,1.2,9,-11,8,1.2,0,Cc1ccc(OCC(=O)Nc2ccc(N3CCN(C(=O)c4ccco4)CC3)cc2)cc1C
-5,3,0.1,-90,6,47,0.97,-26,Cc1cc(N2CCOCC2)c2c(N)cc(C)c(C)c2n1
-5,-7,5.4,22,·,5,·,3,COc1cc(CNc2ccc(S(N)(=O)=O)cc2)ccc1OCc1ccccc1F
-7,-2,1.1,-383,-8,7,1.1,-8,Cc1cc(N2CCN(C)CC2)nc2ccc(NC(=S)NCc3cccs3)cc12
-8,3,-3.3,15,31,4,0.99,0,Cc1cc(SCC(=O)c2ccccc2)nc(C)n1
-3,-1,-2.4,7,9,8,1,3,Cc1oc(C)c(C(=O)Nc2ccc(CC(=O)O)cc2)c1C(=O)Nc1ccc(CC(=O)O)cc1
-7,-3,0.5,11,2,-19,0.86,1,CCCSc1nc2c(cnn2-c2ccccc2)c(=O)[nH]1
0,-2,0.1,16,-12,-6,1.1,-1,CCN(CC)C(=O)CSc1nnc(-c2ccccc2)n1-c1ccccc1
4,-2,-1.4,14,-6,-7,0.89,0,CC(=O)N/C(=C\c1ccccc1)C(=O)OCC(=O)NC1CCCC1

# The results go on:
ATG4B inhibitor,GRIN3A LBD mod,MPTP block,SENP8 inh,SENP6 inh,PfG6PD inh,hIAP activ,SENP1 FRET inh,Molecule
-6,3,-1.3,-1,-27,8,1.1,-2,COc1ccc(CCNC(=O)CNC(=O)c2ccc3c(c2)OCO3)cc1OC
-6,0,0.2,13,8,-2,0.81,1,CC1N(C(=O)N2CCOCC2)CCN1S(=O)(=O)c1cccc(C(F)(F)F)c1 (configuration not stated)
-14,1,-0.5,3,1,2,0.92,-1,CC(C)c1ccc(N(CC(=O)NC2CCCC2)C(=O)CCC(=O)Nc2nccs2)cc1
-7,0,0.2,4,-10,2,1,0,COc1ccccc1N1CCN(C(=O)c2cn(Cc3ccccc3)nc2-c2cccnc2)CC1
2,-2,-3.5,-12,-15,12,0.8,1,Cc1ccc(S(=O)(=O)/N=C(\N)Nc2nc(C)c3ccccc3n2)cc1
24,0,1.9,17,8,-9,1.2,-4,Cc1ccccc1Cn1nnc(-c2ccc3c(c2)OCO3)n1
4,0,-1.7,-31,-7,8,1.1,-5,COc1cccc(C(=O)Nc2ccc3[nH]c(=O)[nH]c3c2)c1OC
·,·,-0.6,-303,·,37,·,-4,COc1cc(-c2ccc3cc(OC)c(OC)c(OC)c3c2)cc(OC)c1OC
-15,-4,-0.7,-38,·,26,·,3,CCN1C[C@@H]2[C@@H]3C(=O)N(Cc4ccccc4)C(=O)[C@@H]3[C@](Cc3ccccc3)(C1=O)N2C(=O)c1ccc(Cl)c(Cl)c1
2,0,1.8,24,-10,3,1.2,1,CCOc1ccc(NS(=O)(=O)c2ccc(NC(=O)c3cccnc3)c(OC)c2)cc1
-6,-5,1.4,3,2,15,0.94,1,Cc1ccc(-c2nnc(CSc3nc4cc5c(cc4cc3C)OCO5)o2)cc1
-8,-1,1.1,20,-6,-7,0.89,1,CCN(CC(=O)NCc1cccs1)C(=O)c1cc(S(=O)(=O)N2CCOCC2)ccc1C
-4,0,-0.4,0,-5,0,1.1,1,CCOCCCNC(=O)C1CCCN(S(=O)(=O)c2ccc(-n3cnnn3)cc2)C1 (configuration not stated)
15,-7,0.6,-466,6,24,1.1,-48,CCCCNc1c(-c2ccc(OC)c(SC3CCCCC3)c2)nc2ccc(Cl)cn12
-1,-1,-1.5,20,·,-3,·,3,CCOC(=O)C(Cc1ccnnc1)=NO
7,-1,-0.2,14,0,-4,1,-1,C=CC[C@@H](CC(=O)N(CCO)Cc1ccccc1)C(=O)NCCOC(=O)[C@H](CC=C)CC(=O)OC(C)(C)C
-1,4,-0.1,-289,-19,-2,1.1,3,COc1ccc2c(c1OC)C(=O)N1N=C(c3ccc(-c4ccccc4)cc3)CC21 (configuration not stated)
·,·,0.2,15,·,-7,·,2,O=C(NCc1nnc(SCC(=O)N2CCOCC2)o1)c1ccccc1

# 5 structures out of the list, sorted by molecular weight, high to low:
ATG4B inhibitor,GRIN3A LBD mod,MPTP block,SENP8 inh,SENP6 inh,PfG6PD inh,hIAP activ,SENP1 FRET inh,Molecule
-15,-4,-0.7,-38,·,26,·,3,CCN1C[C@@H]2[C@@H]3C(=O)N(Cc4ccccc4)C(=O)[C@@H]3[C@](Cc3ccccc3)(C1=O)N2C(=O)c1ccc(Cl)c(Cl)c1
-8,-1,1.1,20,-6,-7,0.89,1,CCN(CC(=O)NCc1cccs1)C(=O)c1cc(S(=O)(=O)N2CCOCC2)ccc1C
-6,-5,1.4,3,2,15,0.94,1,Cc1ccc(-c2nnc(CSc3nc4cc5c(cc4cc3C)OCO5)o2)cc1
-1,4,-0.1,-289,-19,-2,1.1,3,COc1ccc2c(c1OC)C(=O)N1N=C(c3ccc(-c4ccccc4)cc3)CC21 (configuration not stated)
24,0,1.9,17,8,-9,1.2,-4,Cc1ccccc1Cn1nnc(-c2ccc3c(c2)OCO3)n1
